PREPL inh – inhibits the human prolyl oligopeptidase-like enzyme | 320,000 tested, 0.68% active | Q4J6C6 | inhibition, % at 5.96 µM | recombinant PREPL, fluorescence polarization activity-based probe; in the data active = inhibition above about 43%;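 note: 0% = enzyme with DMSO and 100% = wells lacking enzyme; many of its hits are not listed in these tables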
pPAFAH FP inh – pPAFAH (human) enzyme inhibition; recombinant pPAFAH, FP-rhodamine probe fluorescence polarization; 330,000 tested, 1.5% active; inhibition, % at 3.39 µM; Q13093;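 active = inhibition above the mean inhibition across the screen plus 3 SD, cut at about 25% in these data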;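 note: inhibitors block binding of the rhodamine activity-based probe so polarization drops; 0% = enzyme with DMSO and 100% = wells lacking pPAFAH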
Target sequence (Q13093 whole entry, looked up): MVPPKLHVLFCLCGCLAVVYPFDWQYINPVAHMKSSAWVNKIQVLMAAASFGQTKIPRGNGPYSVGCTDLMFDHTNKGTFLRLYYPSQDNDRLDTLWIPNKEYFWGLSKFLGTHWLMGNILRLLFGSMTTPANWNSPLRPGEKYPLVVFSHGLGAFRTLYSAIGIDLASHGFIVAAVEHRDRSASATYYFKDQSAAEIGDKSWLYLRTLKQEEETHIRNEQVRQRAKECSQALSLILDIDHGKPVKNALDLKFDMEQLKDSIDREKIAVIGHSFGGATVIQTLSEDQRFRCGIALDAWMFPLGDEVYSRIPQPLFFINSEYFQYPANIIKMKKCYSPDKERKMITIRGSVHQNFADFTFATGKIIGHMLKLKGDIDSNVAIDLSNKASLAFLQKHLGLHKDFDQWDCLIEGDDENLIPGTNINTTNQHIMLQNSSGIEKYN
PAD4 inh – inhibitors of human PAD4; Q9UM07; recombinant PAD4, RCA probe fluorescence polarization; inhibition, % at 6.36 µM; 330,000 tested, 0.41% active; AID 485272;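 active = percent inhibition above a cutoff equal to the mean of all tested compounds plus 3 SD, cut at about 15% in these data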;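 note: 0% = PAD4 with RCA probe and DMSO and 100% = probe without PAD4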
LYPLA1 counter – counter-screen for PME1 inhibitors: inhibitors of human LYPLA1. O75608. recombinant LYPLA1, FP-Rh probe fluorescence polarization. inhibition, % at 5.9 µM. 320,000 tested, 0.16% active. AID 2174;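 active = inhibition above the mean of all tested compounds plus 3 SD, set per campaign, cut at about 14% in these data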;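 note: inhibitors block serine hydrolase probe labeling of LYPLA1 so polarization falls; 0% = enzyme with DMSO and 100% = wells lacking LYPLA1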
PAFAH1B2 inh – blocks human PAF acetylhydrolase 1b catalytic subunit 2; P68402; recombinant PAFAH1B2, FP-rhodamine activity probe, fluorescence polarization; inhibition, % at 3.39 µM; 340,000 tested, 1.2% active;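 active = inhibition above the mean of all tested compounds plus 3 SD, cut at about 24% in these data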;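 note: 0% = enzyme with DMSO and 100% = wells lacking PAFAH1B2; many of its hits are not listed in these tables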
LYPLA2 counter – LYPLA2 (human) inhibition in PME1 counter-screen. O95372. recombinant LYPLA2, FP-Rh probe fluorescence polarization. inhibition, % at 5.9 µM. 320,000 tested, 0.38% active. AID 2177;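 active = inhibition above the screen-wide mean plus 3 SD, limit set per campaign, cut at about 26% in these data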;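 note: 0% = LYPLA2 with DMSO and 100% = wells lacking LYPLA2 enzyme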
Target sequence (O95372 whole entry, looked up): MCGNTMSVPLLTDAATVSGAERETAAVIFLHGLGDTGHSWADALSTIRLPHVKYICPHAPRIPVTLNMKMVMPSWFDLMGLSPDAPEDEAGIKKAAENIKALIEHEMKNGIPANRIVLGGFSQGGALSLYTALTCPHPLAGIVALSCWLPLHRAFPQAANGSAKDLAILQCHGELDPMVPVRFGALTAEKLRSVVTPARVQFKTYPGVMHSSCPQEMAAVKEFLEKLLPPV
PAFAH2 inh – inhibitors of human PAFAH2. 340,000 tested, 0.99% active. recombinant PAFAH2, FP-rhodamine activity probe, fluorescence polarization. inhibition, % at 3.39 µM. Q99487. AID 492956;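 active = inhibition above the mean over all tested compounds plus 3 SD, cut at about 30% in these data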;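 note: inhibitors block probe labeling of enzyme so polarization drops; 0% = enzyme with DMSO and 100% = wells lacking PAFAH2 protein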
PAFAH1B3 inh – PAFAH1B3 (human) inhibition; Q15102; recombinant PAFAH1B3, FP-rhodamine probe, fluorescence polarization; inhibition, % at 3.39 µM; 340,000 tested, 0.28% active;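 active = inhibition above the screen-wide average of all tested compounds plus 3 SD, cut at about 25% in these data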;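 note: 0% = enzyme with DMSO only and 100% = wells lacking PAFAH1B3 protein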
Target sequence (Q15102 whole entry, looked up): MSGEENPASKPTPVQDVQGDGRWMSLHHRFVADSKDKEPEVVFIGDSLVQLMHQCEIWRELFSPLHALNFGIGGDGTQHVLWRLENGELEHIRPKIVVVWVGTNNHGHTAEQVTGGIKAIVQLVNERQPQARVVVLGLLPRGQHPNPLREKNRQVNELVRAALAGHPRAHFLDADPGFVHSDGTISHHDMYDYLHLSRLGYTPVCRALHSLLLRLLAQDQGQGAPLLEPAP
GSTO1 inh – blocks human GSTO1 in RBBP9 counter-screen. P78417. recombinant GSTO1, activity-based probe fluorescence polarization. inhibition, % at 5.96 µM. 300,000 tested, 1.1% active;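 active = inhibition above the campaign mean inhibition plus 3 SD, cut at about 35% in these data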;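 note: 0% = GSTO1-1 with DMSO and 100% = wells lacking GSTO1-1 enzyme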
* hit, by the source's call; x = not tested or not shown.

SMILES	PREPL inh	pPAFAH FP inh	PAD4 inh	LYPLA1 counter	PAFAH1B2 inh	LYPLA2 counter	PAFAH2 inh	PAFAH1B3 inh	GSTO1 inh
CCOc1ccc(S(=O)(=O)N(C)c2ccc(OCC(=O)Nc3nc(-c4cc(OC)ccc4OC)cs3)cc2)cc1	-7.9	-14.1	-4.5	-16.7	-4.1	-27.6	-11.2	-9.5	-11.7
Cc1c(C(=O)NCc2ccc3c(c2)OCO3)oc2ccccc12	4.6	5.5	-2.2	-4.4	6.5	-2.5	5.2	3.6	-3.9
Cc1ccc(-c2nnc(SCC(=O)Nc3ccc4c(c3)OCCO4)n2N)cc1	11.2	4.1	2.4	0.0	4.9	-1.2	11.5	0.1	4.7
COc1cccc(C(=O)N2CCN(C(=O)c3cccs3)CC2)c1OC	16.9	-1.5	6.3	-2.7	2.9	4.1	1.0	6.4	10.6
CCOc1nc2c(c(=O)n(C)c(=O)n2C)n1Cc1ccccc1Cl	3.1	4.4	-3.5	-1.1	2.2	4.1	5.6	7.6	-5.0
CCCC(=O)Nc1ccc(N2CCN(C(=O)CCC)CC2)cc1	12.1	-1.9	-1.8	0.6	1.5	1.9	-8.3	-0.2	0.8
O=C(CSc1nnc(NC(=O)c2ccco2)s1)Nc1ccc(F)cc1F	-3.4	1.9	-4.7	-3.0	3.3	-0.1	11.6	2.1	4.9
Cc1ccc2c(c1)N(C(=O)CCC(=O)NC1CCCCCC1)CC(C)O2 (centres undefined)	-8.0	2.4	1.2	0.3	4.5	-1.7	-6.1	10.4	-0.6
CCOC(=O)c1cn2nc(Oc3ccc(C)cc3)ccc2n1	23.0	5.0	0.4	-5.5	x	-3.4	x	x	5.0
COc1ccccc1N(Cc1ccccc1)S(=O)(=O)c1cccc(C(=O)Nc2ccc(C)cn2)c1	-12.5	-8.7	3.2	-8.2	-3.7	-10.6	-3.5	-2.6	-9.7
CC(=O)NC(=S)Nc1ccc(NC(=O)c2cccnc2)cc1	5.6	1.3	-2.5	4.5	-1.0	4.5	-2.3	1.4	2.3
COc1ccc(OC)c(/C=N/N(C)c2ccccc2)c1	19.1	8.9	-2.4	5.5	5.1	2.8	5.7	9.0	1.5
CCOC(=O)CC1C(=O)NCCN1C(=O)Nc1ccc(Cl)cc1 (centres undefined)	-7.4	0.9	-0.9	-2.2	5.7	2.7	4.8	1.6	7.3
CCOc1ccc(OCCOc2ncnc3ccccc23)cc1	-3.5	4.5	-0.5	-0.3	2.1	1.3	-5.0	-3.1	-3.5
COc1cccc(/C=N/NC(=S)Nc2cccc(S(=O)(=O)N(C)C)c2)c1	0.7	1.9	-9.4	-4.7	3.2	1.1	4.4	5.6	-2.6
Cc1ccc(S(=O)(=O)Nc2cccc3c2O[C@H](CN(C)Cc2ccccc2)[C@@H](C)CN([C@H](C)CO)C3=O)cc1	23.6	-5.0	4.0	x	-4.8	x	-3.2	3.4	x
Cc1c(C(=O)N(Cc2nnc(-c3ccccc3Cl)o2)C2CC2)oc2ccccc12	-22.7	0.7	1.2	-2.5	1.8	0.1	2.2	4.7	x
CC(=O)Nc1ccc(NC=C(C#N)C#N)cc1	-0.8	0.7	-2.9	0.1	-0.5	3.8	-0.5	-1.0	-0.1
CCN(CC)CCCN(C(=O)c1ccccc1C)c1nc(-c2ccc(OC)cc2)cs1	-17.8	1.6	0.7	2.0	6.2	8.1	0.0	2.8	2.5
COc1ccc(Cl)cc1S(=O)(=O)n1nnc2ccccc21	-7.2	-1.2	5.7	1.2	-0.7	-2.2	2.2	5.5	-8.4
CC(C)N(Cc1nc(-c2ccccc2)no1)C(=O)CN(C)S(=O)(=O)c1ccc(Br)cc1	-9.1	6.1	-1.4	0.0	2.1	8.5	-5.8	0.5	4.6
Cc1cccc(-c2nn(-c3ccccc3)cc2C(=O)NCC(c2cccs2)N2CCOCC2)c1 (centres undefined)	-7.8	6.2	2.7	-3.3	4.4	-2.6	-0.8	6.5	3.1
Cc1c(C)c(C)c(C(=O)c2ccc(NC(=O)c3ccccc3C(=O)O)cc2)c(C)c1C	-3.7	-0.6	0.8	1.2	108.5*	-5.9	166.9*	141.1*	-4.8
Cc1ccccc1NC(=O)Cc1nc(CSc2nnc(C3CCCCC3)n2N)cs1	-5.3	3.4	1.1	-2.1	1.1	0.4	3.1	4.2	4.0
Clc1ccc(-c2nnc3n2CCCC3)cc1	-0.2	5.0	4.4	0.4	0.9	2.6	6.7	12.5	5.6
COc1ccc(/C(=N\O)c2nccc3cc(OC)c(OC)cc23)cc1OC	-4.3	3.3	1.5	0.8	5.2	-0.5	4.2	1.0	8.4
CC(NC(=O)CNC(=S)N(Cc1ccccc1)Cc1cccnc1)c1ccccc1 (centres undefined)	-8.3	1.0	-1.8	-2.3	3.5	-4.1	-0.1	5.2	-4.4
COC(C[C@@H]1O[C@H]1C(=O)COCc1ccccc1)OC	0.6	4.4	-3.2	0.4	-1.1	-1.2	1.3	-5.0	9.4
CCNC(=O)C1CCN(S(=O)(=O)c2ccc(F)cc2)CC1	12.8	5.7	-1.1	1.8	2.7	6.8	0.3	-5.6	5.1
O=C(CN1CCCCC1)N1CCN(c2ccccc2)CC1	3.4	4.8	-2.8	-3.2	0.1	-6.6	-3.9	14.6	1.6
Cn1c(CCNC(=O)c2ccccc2)nc2ccccc21	0.3	5.5	5.0	1.3	5.0	8.2	9.4	2.4	-3.8
COc1ccc(C(=O)NCc2cc(C)nc3ccccc23)cc1	12.7	1.9	-2.3	1.4	-4.1	4.9	0.3	1.7	-0.7
COc1ccc(-c2nonc2NC(=O)c2ccco2)cc1OC	9.7	-2.6	8.1	0.6	-0.4	-0.6	6.6	6.1	-0.2
CC(=O)C1=C(C)NC2=C(C(=O)CC(C)(C)C2)C1C (centres undefined)	-0.5	-0.7	2.5	-4.3	4.0	-8.4	1.0	-0.5	12.4
COc1ccc(NC(=S)Nc2ccccc2OC)c(OC)c1	-1.4	0.8	-3.4	-0.6	3.6	4.9	1.4	3.7	10.4
CCOc1ccccc1NC(=O)NNC(=O)c1ccc2ccccc2c1	12.2	-4.1	-3.5	-4.9	3.5	-8.9	-2.2	4.0	-2.7

Whole records, looked up by structure. Values in the order: PREPL inh | pPAFAH FP inh | PAD4 inh | LYPLA1 counter | PAFAH1B2 inh | LYPLA2 counter | PAFAH2 inh | PAFAH1B3 inh | GSTO1 inh
CC(=O)C1=C(C)NC2=C(C(=O)CC(C)(C)C2)C1C (centres undefined) in the list: -0.5 | -0.7 | 2.5 | -4.3 | 4.0 | -8.4 | 1.0 | -0.5 | 12.4
CCOc1ccccc1NC(=O)NNC(=O)c1ccc2ccccc2c1 in the list: 12.2 | -4.1 | -3.5 | -4.9 | 3.5 | -8.9 | -2.2 | 4.0 | -2.7
Cn1c(CCNC(=O)c2ccccc2)nc2ccccc21 in the list: 0.3 | 5.5 | 5.0 | 1.3 | 5.0 | 8.2 | 9.4 | 2.4 | -3.8
COc1ccc(-c2nonc2NC(=O)c2ccco2)cc1OC in the list: 9.7 | -2.6 | 8.1 | 0.6 | -0.4 | -0.6 | 6.6 | 6.1 | -0.2

Other records follow.
SMILES	PREPL inh	pPAFAH FP inh	PAD4 inh	LYPLA1 counter	PAFAH1B2 inh	LYPLA2 counter	PAFAH2 inh	PAFAH1B3 inh	GSTO1 inh
O=C(CCNC(=O)C1CCN(S(=O)(=O)c2ccccc2)CC1)Nc1cccc(C(F)(F)F)c1	5.5	5.7	-3.1	0.4	2.5	5.1	6.0	-2.6	1.4
Cc1cc(C)nc(N/N=C/c2ccco2)n1	-13.1	7.4	-2.8	0.1	-0.9	4.5	1.4	-2.5	-1.4
CC(=O)c1cn(CC(=O)NCc2ccco2)c2ccccc12	4.6	1.1	0.5	1.8	6.1	5.4	0.6	4.3	1.1
COC(=O)C1=C(C)NC2=C(C(=O)CC(C)(C)C2)C1c1cn(Cc2ccc(Br)cc2)nc1-c1ccccc1 (centres undefined)	10.9	0.8	0.7	-5.9	4.5	-6.0	-2.6	7.7	-6.1
CC(C)(C)c1ccc(Oc2ccc(N)cn2)cc1	2.9	2.8	-1.8	0.3	x	0.2	x	x	2.0
COc1ccc(C(=O)NC(=S)N2CCN(C)CC2)cc1Br	7.0	-3.3	2.6	-4.5	8.7	-1.8	-3.0	3.5	4.0
Cc1cc(C)n2nc(SCC(=O)N(C)Cc3ccccc3)nc2n1	6.5	3.8	2.5	1.2	7.9	0.3	-3.6	-5.8	3.6
Cc1ccnc(Sc2ncccc2[N+](=O)[O-])n1	0.4	4.1	-5.9	0.2	2.7	0.8	-9.2	7.8	9.7
CCc1ccc(OCCOC(=O)Nc2ccccc2)cc1	-9.9	-6.0	-1.8	-5.0	1.9	-5.5	-7.2	0.4	4.5
CCN(CC)S(=O)(=O)c1ccc2c(c1)nc(-c1ccccn1)n2C	-3.2	4.3	-2.2	-1.2	1.8	-0.6	3.7	2.4	-1.0
CCOC(=O)c1ccccc1NC(=O)c1cc2sccc2n1C	6.6	1.0	10.2	2.8	3.2	7.7	0.0	1.2	-0.4
O=C(NNc1nc(N2CCOCC2)nc(N2CCOCC2)n1)Nc1ccc(Cl)cc1	4.4	0.1	-5.0	-4.0	x	3.7	x	x	-1.7
Cc1cc(C)n(-c2cc(Cl)cc(Cl)c2)c(=O)c1C#N	8.4	-2.7	0.0	-0.3	4.6	3.9	1.3	-0.1	-4.5
CCn1c2ccccc2c2cc(NC(=O)CSc3nnc(-c4cccc(OC)c4)n3N)ccc21	3.7	17.4	-1.6	1.0	4.6	7.9	-0.2	2.9	3.6
O=C(O)c1ccc(O)cc1O	-0.4	0.1	3.7	1.1	0.9	-2.5	-4.1	2.4	x
CCOc1ccc(NC(=O)CC2C(=O)N(C)C(=S)N2Cc2ccco2)cc1 (centres undefined)	6.5	-4.1	-2.0	-2.2	-3.1	-2.9	-0.5	-0.7	-4.6
COc1cccc(OC)c1C(=O)N1CCN(S(=O)(=O)c2ccccc2)CC1	-0.4	1.6	-0.4	0.3	0.7	-5.3	-1.5	-0.8	3.6
Cn1ncc(Br)c1NC(=O)Nc1ccc(Cl)cc1	-2.3	5.1	-0.6	0.8	-0.6	8.7	0.9	0.5	0.7
CCOC(=O)C1=C(COC(=O)Cc2ccccc2)NC(=O)NC1C (centres undefined)	3.0	7.3	-2.1	2.9	1.6	1.3	2.3	0.6	-2.5
Cc1ccccc1N=C1c2cc([N+](=O)[O-])ccc2-c2ncccc21	11.1	3.4	-1.2	-4.3	10.1	10.6	0.0	11.6	7.5
C/C(=N\NC(=S)Nc1c(C)cccc1C)c1cc2ccccc2o1	11.6	2.3	-6.6	-4.6	-0.3	-4.9	0.5	4.3	-5.4
Cc1cc(OC(C)C(=O)N/N=C/CC(C)c2ccccc2)ccc1Cl (centres undefined)	-1.7	5.4	6.8	-0.2	5.1	1.8	-1.5	4.1	-2.5
CCc1nc(SCC(=O)NCc2ccco2)c2c3c(sc2n1)CCCC3	10.4	0.3	-6.0	0.8	4.7	-2.7	3.8	8.1	-2.5
O=C(NNc1c2ccccc2nc2ccccc12)c1ccc(Cl)cc1	12.8	4.4	-0.8	-3.3	6.8	-3.4	16.2	19.6	13.7
O=S(=O)(NC1CCCCC1Sc1ncccn1)c1ccccc1 (centres undefined)	8.6	-1.8	-7.7	1.0	4.2	8.6	-0.7	3.3	-0.6
O=C(c1cnc(-c2ccccc2)s1)c1ccc(Cl)cc1Cl	-2.4	21.6	3.4	-2.8	-2.5	4.0	3.7	5.9	1.1
CNC(=O)[C@@]1(Cc2ccccc2)C=C[C@@H](C)N1C(C)=O	-5.9	4.3	0.7	1.2	-3.8	7.3	7.6	-4.0	0.6
Cc1cnc(C(=O)OCC(=O)Nc2ccc(Br)cc2F)cn1	5.4	2.1	0.1	1.3	6.7	0.3	-2.9	8.9	x

High-throughput results as filed in PubChem.

This is a subset; count on the stated rates, not on these rows.
